# Vif-APOBEC3F blk = qHTS for Inhibitors of Vif-A3F Interactions: qHTS. HeLa A3F-eYFP + Vif (tagged APOBEC3F with the HIV-1 protein that degrades it), YFP fluorescence increase. Potency, µM (highest dose often 46.1 µM), for inactives: at the top dose activity, negative = active. 0.2% of 390,000 active; also: potency is read from the fitted curve at half-maximal effect; % of control where 0% means no effect; nearly all actives have a fitted effect of over 65% in size
#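 HeLa cells stably expressing Vif plus C-terminally eYFP-tagged A3F were seeded, incubated overnight at 37 deg C, dosed with compound, incubated overnight again at 37 deg C. Yellow fluorescence (Ex 488/Em 500-530) reported blocked Vif-mediated A3F-eYFP degradation.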
# D1 ag = Allosteric Agonists of the Human D1 Dopamine Receptor: qHTS; D(1A) dopamine receptor (Homo sapiens), P21728; HEK293 T-REx D1 cells, calcium flux, agonist mode; activation, % at 2 µM; 1% of 360,000 active; AID 504660, 2011; in the data active = activation above about 30%; also: 0% is about no effect
# Target sequence (P21728 whole entry, looked up): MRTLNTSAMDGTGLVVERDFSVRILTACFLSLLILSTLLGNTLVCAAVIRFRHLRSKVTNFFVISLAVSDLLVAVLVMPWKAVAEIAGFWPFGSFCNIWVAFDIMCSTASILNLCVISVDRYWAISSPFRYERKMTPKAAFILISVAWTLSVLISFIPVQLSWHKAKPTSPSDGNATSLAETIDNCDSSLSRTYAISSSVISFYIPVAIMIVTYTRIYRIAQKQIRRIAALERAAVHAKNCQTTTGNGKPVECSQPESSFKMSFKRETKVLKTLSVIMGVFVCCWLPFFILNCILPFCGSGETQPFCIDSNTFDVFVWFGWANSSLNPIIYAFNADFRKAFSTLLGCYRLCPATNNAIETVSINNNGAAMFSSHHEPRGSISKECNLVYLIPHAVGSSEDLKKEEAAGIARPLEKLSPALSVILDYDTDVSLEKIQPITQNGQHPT
#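 Inducible HEK293 T-REx D1 cells, force-coupled to calcium signalling, were plated at 4000 cells/well with tetracycline and held overnight at 30 C. After no-wash calcium dye loading, compound-evoked calcium rise over 180 s flagged agonists.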
# LDHA block = qHTS assay for inhibitors of human lactate dehydrogenase. L-lactate dehydrogenase A chain (Homo sapiens), P00338. purified LDHA, NADH/diaphorase-resazurin fluorescence; hits give low values. activity change, % (values are at about 110 or 230 µM). 0.15% of 480,000 active; in the data active = activity change below about -30%; inconclusive = mostly about -25% to -30%;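 also: plate controls were DMSO wells for no effect and wells without enzyme for full effect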
#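 Remaining NADH was detected by diaphorase (0.133 mg/mL) converting 37 µM resazurin to fluorescent resorufin, read at 0 and 20 minutes. The preceding 5-minute room-temperature reaction used 2 nM LDHA, 0.2 mM sodium pyruvate and 0.06 mM NADH at pH 7.4.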
# Glioma ERSR ind = qHTS for Inducers of the Endoplasmic Reticulum Stress Response (ERSR) in Human Glioma: qHTS | U87-MG GRP78 promoter luciferase reporter, 16 h | AID 602332, 2012 | Potency, µM, for the others: at the highest dose activation, usual class: activators | 0.02% of 420,000 active; also: potency is read from the fitted curve at half-maximal effect; series mostly up to about 76 µM; % of control where 0% means no effect; nearly all actives have a fitted effect of over 35% in size
#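 Stably transfected U87-MG human glioma cells carrying a GRP78-based luminescent sensor were seeded at 1000 cells/well, pin-dosed with compounds and incubated 16 h. Luciferase reagent was then added, and end-point luminescence was read after 10 min at room temperature.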
# D2 potentiator = HTS Assay for Positive Allosteric Modulators of the Human D2 Dopamine Receptor: Primary Screen for Potentiators; D(2) dopamine receptor (Homo sapiens), P14416; HEK293 T-REx D2, calcium flux, EC20 dopamine potentiation; potentiation, % at 10 µM; 0.34% of 340,000 active; AID 485347, 2010;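 active = potentiation over 3 SD above the plate norm, cut at about 30% in these data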; also: 0% is about no effect
# Target sequence (P14416 whole entry, looked up): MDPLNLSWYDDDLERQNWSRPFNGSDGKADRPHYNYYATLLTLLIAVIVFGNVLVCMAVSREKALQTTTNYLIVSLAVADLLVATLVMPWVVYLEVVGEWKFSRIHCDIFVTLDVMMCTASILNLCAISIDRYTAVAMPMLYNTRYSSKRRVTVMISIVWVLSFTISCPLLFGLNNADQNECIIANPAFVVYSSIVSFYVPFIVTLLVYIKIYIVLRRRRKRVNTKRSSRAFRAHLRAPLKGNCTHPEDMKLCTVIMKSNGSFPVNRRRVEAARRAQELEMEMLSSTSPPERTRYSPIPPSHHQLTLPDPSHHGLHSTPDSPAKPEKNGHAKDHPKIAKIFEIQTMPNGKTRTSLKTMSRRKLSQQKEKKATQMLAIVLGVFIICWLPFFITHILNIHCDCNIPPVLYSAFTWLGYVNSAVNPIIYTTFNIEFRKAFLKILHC
#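 Using a no-wash calcium dye in inducible, force-coupled HEK293 Trex cells expressing D2, we tracked fluorescence each second for 180 s after compound, then for 180 s after EC20 dopamine to detect augmented signalling.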
# Vif-APOBEC3G blk = qHTS for Inhibitors of Vif-A3G Interactions: qHTS. AID 602310, 2012. 0.076% of 410,000 active. DNA dC->dU-editing enzyme APOBEC-3G (Homo sapiens), Q9HC16. Potency, µM (titrated, usually from 46.1 µM), for the others: top-dose activity, negative = active, actives largely listed as inhibitors. HeLa A3G-eYFP + Vif (tagged APOBEC3G with the HIV-1 protein that degrades it), YFP fluorescence, overnight;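 also: potency is read from the fitted curve at half-maximal effect; % is scaled to controls: 0 for no effect and ±100 for the full control effect; nearly all actives have a fitted effect of over 60% in size; hits raise eYFP signal because A3G escapes Vif-driven loss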
#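 Read-out is eYFP fluorescence (Ex 488/Em 500-530) from Vif-expressing HeLa A3G-eYFP cells; more signal means A3G escaped Vif-mediated degradation. Cells plated overnight, compound pinned in, incubated overnight at 37 deg C.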
# RXFP1 agonist = qHTS Assay for Agonists of the Relaxin Receptor RXFP1; Potency, µM (doses to about 57.5 µM), without a hit: at the top dose activation, most hits filed as activators; AID 2676, 2010; HEK293T-RXFP1 cAMP TR-FRET, 30 min; response scale: percent of porcine relaxin response, buffer zero; 0.3% of 370,000 active; also: potency is read from the fitted curve at half-maximal effect; % is scaled to controls: 0 for no effect and ±100 for the full control effect; nearly all actives have a fitted effect of over 60% in size; many of its hits are not listed in these tables
#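 HEK293 cells stably expressing RXFP1, treated 30 min at 37C with compounds plus PDE4 inhibitor Ro 20174; cAMP measured by HTRF TR-FRET. Normalized to buffer and 29 nM porcine relaxin; EC50 by Hill fit.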
# D1 antagonist = Antagonist of Human D 1 Dopamine Receptor: qHTS; D(1A) dopamine receptor (Homo sapiens), P21728; HEK293 TREx D1 cells, calcium flux, dopamine EC80; hits give low values; activity change, negative = inhibition, % at 10 µM; 3.2% of 360,000 active; AID 504652, 2011; in the data active = activity change below about -30%; also: % is scaled to controls: 0 for no effect and ±100 for the full control effect
#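 Calcium flux readout: force-coupled, inducible Hek293 Trex D1 line, cells induced overnight at 30 C with tetracycline, dye-loaded 30–90 min at RT. Antagonism scored against EC80 dopamine challenge given 180 s after compound.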
# D1 PAM = Potentiators of Human D1 Dopamine Receptor: qHTS; potentiation, % at 10 µM; 0.036% of 360,000 active; D(1A) dopamine receptor (Homo sapiens), P21728; HEK293 TREx D1 cells, calcium flux, dopamine EC20 potentiation; AID 504651, 2011; in the data active = potentiation above about 30%; also: 0% is about no effect
# The depositor's hits bear a star; ? = inconclusive; . = not tested or not shown. Unless noted, calls follow the shape of the dose curve; as a rule, active = well fitted curve in the direction sought with a large enough effect; inconclusive = small, poorly fitted or top-dose-only effect, or another doubt; inactive = no such curve, though single readings can be large; an effect the other way counts as inactive or inconclusive. The list is partial. The share of hits here may be higher or lower than overall.
SMILES,Vif-APOBEC3F blk,D1 ag,LDHA block,Glioma ERSR ind,D2 potentiator,Vif-APOBEC3G blk,RXFP1 agonist,D1 antagonist,D1 PAM
COc1ccccc1C(=O)NC(=O)COC(=O)/C(=C/c1ccccc1)NC(C)=O,-22.8%,0.6,-6.0,-3.9%,-2.4,1.2%,0.1%,-9.8,-4.9
C[C@@H]1CN([C@H](C)CO)C(=O)CCCn2nncc2CO[C@H]1CN(C)Cc1ccc(C(F)(F)F)cc1,-0.6%,.,1.0,-0.3%,.,2.2%,.,.,.
CCOc1ccccc1NC(=O)C1CCC(CNc2c(N3CCCCC3)c(=O)c2=O)CC1 (stereo not drawn),12.1%,0.6,-11.0,-1.1%,-1.1,-4.8%,0.0%,7.8,2.1
CCOC(=O)c1cccc(NC(=O)NCc2ccc3c(c2)CCN3C(=O)c2ccccc2)c1,3.7%,6.7,-1.3,-1.0%,0.2,6.1%,1.1%,5.6,0.1
CCOc1ccc(C(=O)Nc2c(C(=O)N3CCC(N4CCCCC4)CC3)oc3ccccc23)cc1,4.4%,6.5,-7.7,-0.8%,5.0,0.9%,0.5%,9.5,-5.1
CC(C)CC(C(=O)O)N1C(=O)C2C3C=CC(C2C1=O)C1C(=O)N(C(CC(C)C)C(=O)O)C(=O)C31 (stereo not drawn),1.0%,5.8,-2.7,-7.8%,-11.3,-4.6%,3.6%,-15.3,-0.2
CN(CCc1ccccn1)C(=O)CCC1CCCN(C(=O)c2cccc(N(C)C)c2)C1 (stereo not drawn),1.1%,0.2,1.7,-0.7%,2.0,1.1%,1.5%,1.1,-1.4
O=C(Cn1ccc([N+](=O)[O-])n1)NCc1ccco1,-3.6%,0.8,-7.2,-6.1%,17.4,-0.3%,-0.6%,-7.2,-5.2
CCOC(=O)C1=C(O)C(=O)N(Cc2ccccc2)C1,3.7%,3.7,0.7,?,-6.5,0.2%,8.1%,1.1,-0.6
C=C1CSc2nc3ccccc3c(=O)n21,0.9%,0.3,0.7,-5.2%,-16.1,0.8%,4.8%,-18.8,-5.3

# A portion from the list above:
SMILES,Vif-APOBEC3F blk,D1 ag,LDHA block,Glioma ERSR ind,D2 potentiator,Vif-APOBEC3G blk,RXFP1 agonist,D1 antagonist,D1 PAM
CCOC(=O)C1=C(O)C(=O)N(Cc2ccccc2)C1,3.7%,3.7,0.7,?,-6.5,0.2%,8.1%,1.1,-0.6
C=C1CSc2nc3ccccc3c(=O)n21,0.9%,0.3,0.7,-5.2%,-16.1,0.8%,4.8%,-18.8,-5.3

# (more compounds)
SMILES,Vif-APOBEC3F blk,D1 ag,LDHA block,Glioma ERSR ind,D2 potentiator,Vif-APOBEC3G blk,RXFP1 agonist,D1 antagonist,D1 PAM
CC(C)C1N=C2c3ccccc3N=C(SCC(=O)NCc3ccc(F)cc3)N2C1=O (stereo not drawn),-5.6%,-0.9,-7.6,-5.4%,7.1,5.1%,-0.1%,3.2,0.7
CC(=O)C1C(=O)C=C(c2cccs2)CC1c1ccccc1 (stereo not drawn),1.3%,-0.8,-12.0,-1.1%,-0.7,-0.6%,-0.3%,-8.6,-0.7
CSCC[C@H](NC(=O)OC(C)(C)C)c1nnc(SCc2cccc(F)c2)o1,-4.3%,3.3,-5.0,-2.5%,-8.9,0.7%,0.5%,-27.9,-4.3
Cc1nn(C)c(Oc2cccc(C(F)(F)F)c2)c1C#N,12.4%,-0.5,3.9,-1.4%,3.7,1.0%,1.1%,-3.5,-3.0
c1ccc2cc(CCCc3cc4ccccc4cn3)ncc2c1,-6.1%,-3.6,-2.4,-3.4%,-11.4,0.9%,-0.3%,.,1.4
CCOC(=O)c1ccc(NC(=O)c2cc3ccccc3o2)cc1,-3.4%,3.7,-5.6,-1.4%,-16.7,-0.1%,2.3%,-9.5,3.6
COc1ccc(-c2nn(-c3ccccc3)cc2/C=N/Nc2ccc(S(N)(=O)=O)cc2[N+](=O)[O-])cc1OC,-27.6%,1.0,-2.8,-3.0%,0.3,4.2%,1.2%,15.2,-1.6
CC[C@@H]1C=C(C(=O)O)[C@H](c2ccc(Cl)c(Cl)c2)N1S(=O)(=O)c1ccc(C)cc1,0.0%,.,3.6,-0.7%,.,0.0%,.,.,.
COc1ccc(S(=O)(=O)N(n2c(C)nnc2-n2nc(C)cc2C)S(=O)(=O)c2ccc(OC)cc2)cc1,-2.5%,-1.3,-3.2,-3.1%,5.8,-0.6%,-1.5%,6.0,-4.0
COc1ccccc1NC(=O)N1CCCC1C(=O)Nc1ccc(NC(C)=O)cc1 (stereo not drawn),-2.6%,3.4,-5.8,-4.4%,-13.6,-0.7%,1.4%,-12.3,4.7
CC(=O)c1cccc(NC(=O)CCOc2ccccc2)c1,-1.1%,2.1,0.0,1.0%,-6.8,0.3%,-1.1%,-8.7,-5.5
O=C(Oc1cccc(/C=N/NC(=O)c2ccccn2)c1)c1ccc([N+](=O)[O-])cc1,-3.7%,1.1,-2.6,-5.0%,9.0,-2.6%,0.2%,-19.1,-2.6
O=C(/C=C/c1ccccc1)Oc1ccccc1C(=S)N1CCOCC1,-6.5%,1.4,-4.9,-0.3%,1.2,2.2%,0.3%,20.1,-4.0
CC(C)NOC(=O)c1ccc(Cl)cc1,0.4%,6.0,0.1,4.7%,-10.2,-8.6%,0.9%,1.7,1.0
CC(C)Oc1ccc(C(=O)/C=C2/C(=O)Nc3ccccc32)cc1,3.0%,-0.2,-1.4,?,-1.2,?,2.7%,-0.3,-0.1
Cc1ccc(S(=O)(=O)/N=C(/c2ccc(F)cc2)N2CCOCC2)cc1,-25.1%,2.2,-0.1,-3.0%,.,-6.5%,-0.4%,2.8,1.9
Cc1ccc(-n2nc3c(=O)n(CCCC(=O)NCc4ccc(C)o4)nc(C)c3c2C)cc1,5.7%,-0.4,0.7,2.3%,-5.6,-9.3%,1.4%,12.3,-7.9
C=CCn1c(SCC(=O)Nc2sccc2C(N)=O)nc2sc(C)c(C)c2c1=O,-0.1%,4.2,-0.4,-6.5%,1.0,-10.5%,6.9%,-5.7,-5.4
Cc1ccc(S(=O)(=O)N2CCN(C(=O)c3ccccc3OCc3c(C)noc3C)CC2)cc1,?,2.3,-3.0,-6.3%,2.8,-26.1%,0.0%,5.3,11.5
N#CCCN1CCN(S(=O)(=O)c2ccc(S(=O)(=O)NCc3ccccc3)cc2)CC1,2.5%,-2.3,-5.5,0.7%,3.8,0.3%,2.4%,-8.8,-5.0
O=C(CNCc1cccs1)Nc1ccc(S(=O)(=O)N2CCCCC2)cc1,5.1%,2.3,-15.0,-1.3%,-7.1,-2.7%,0.3%,-16.3,2.3
Cc1ccc(C)c(NC(=O)c2nc(S(=O)(=O)Cc3ccc(F)cc3)ncc2Cl)c1,-4.6%,-0.3,-6.9,-10.5%,-3.3,-31.0%,0.2%,-36.6*,-2.2
Oc1c(Cl)cc(Cl)cc1/C=N/c1ncn[nH]1,-0.9%,10.8,-8.0,4.3%,5.4,0.8%,2.4%,-0.5,-1.4
O=[N+]([O-])c1ccc2[nH]c(O)c(N=NC3CCS(=O)(=O)C3)c2c1 (stereo not drawn),2.9%,3.5,4.9,-2.7%,-3.4,-3.7%,0.7%,-3.6,-6.9
Cc1ccc2nc(NC(=O)C3CCCN(S(=O)(=O)c4cccnc4)C3)sc2c1 (stereo not drawn),4.3%,-1.3,-12.4,-5.4%,-2.8,0.9%,-0.1%,-1.4,-5.3
Cc1ccc(CC2CC(=O)N(c3cc(C)on3)C2=O)cc1 (stereo not drawn),-0.7%,2.0,-9.9,-3.5%,2.7,4.6%,-0.8%,5.7,.
O=Nc1c(O)cc(O)c2ccccc12,6.3%,.,14.7,-4.0%,.,-0.4%,.,.,.
Cc1nnc(SCC(=O)c2ccc(Br)cc2)s1,2.8%,0.1,0.2,0.3%,-1.1,4.8%,0.9%,-27.0,-6.5
O=C(NCCc1ccccc1)NC(Cc1ccccc1)C(=O)O (stereo not drawn),-1.0%,3.9,-6.6,-3.0%,7.0,-1.1%,3.5%,-24.8,-5.0
CCc1ccccc1NC(=O)CNC(=O)c1cc(C2CC2)nn1-c1ccccc1,0.0%,4.0,0.4,-6.9%,-9.8,-6.1%,1.5%,-8.6,-2.1
Cc1ccc(N2CC(C(=O)NC3CC3)CC2=O)cc1Cl (stereo not drawn),2.1%,3.0,-17.6,-1.7%,5.4,-3.5%,-0.4%,23.1,-3.5
CC(C)c1nc2cc(C(=O)N(C)C3CCOCC3)ccc2o1,7.8%,1.8,-7.6,3.9%,-1.5,1.8%,-0.2%,9.5,-0.7
O=C(O)c1cccc2c1C(=O)c1ccc(N3CCCC3)cc1S2(=O)=O,-2.9%,26.5,-10.1,-0.2%,-6.8,3.5%,2.3%,-16.6,6.2
COc1ccc2ccccc2c1/C=N/NC(=O)c1ccccc1F,2.9%,1.6,-10.6,0.5%,2.8,-4.1%,3.5%,3.8,-4.2
O=C(c1ccc(-c2ccccc2)cc1)N1CCN(c2ccccc2)CC1,-6.5%,1.4,-2.9,11.3%,2.4,-10.6%,-1.9%,4.8,1.6
Cc1ccc(-c2cnc3c(c2)C(=O)N([C@H](C)CO)C[C@@H](C)[C@@H](CN(C)C(=O)Cc2ccccc2)O3)cc1,-5.9%,.,-14.2,-1.4%,.,-6.3%,.,.,.
CC(C)CC(=O)N1CCC(O)(CS(=O)(=O)c2ccc(Cl)c(Cl)c2)CC1,9.1%,1.9,-12.6,-0.3%,5.0,0.8%,1.5%,8.0,-2.4

# Screens from PubChem.
